Fh CTSL1 inh: blocks F. hepatica cathepsin L1 in PFM18AAP counter-screen; inhibition, % at 5.96 µM; AID 1906; recombinant F. hepatica cathepsin L1, Z-Leu-Arg-MCA fluorescence; actives 0.49% (n = 300,000);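 active = inhibition above the mean of all tested compounds plus 3 SD, set per screening campaign, cut at about 17% in these data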;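 note: 0% = plate median of test compound wells and 100% = 1 µM Z-Phe-Ala-diazomethylketone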
HCV core dimer: HCV core protein dimerization inhibition. AID 1899. actives 0.33% (n = 300,000). TR-FRET GST/Flag-core106 dimerization, 1536-well. inhibition, % at 5 µM;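 active = inhibition above the mean of all tested compounds plus 3 SD, set per screening campaign, cut at about 45% in these data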
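assay system = GST-tagged and Flag-tagged HCV core protein residues 1-106 | controls = unlabelled core106 and no-GST-core106 wells | incubation = compound-protein-antibody incubation 4 h at 22.5 °C | probe or stimulus = Eu donor and XL665 acceptor anti-tag antibodies | read-out = % inhibition based on acceptor/donor emission ratio | signal = TR-FRET 671 and 617 nm emission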
Efflux pump inh: inhibitors of Candida antifungal efflux pumps expressed in yeast; S. cerevisiae Candida pump triplex, Nile Red efflux; inhibition, % at 10 µM; actives 0.44% (n = 330,000);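 active = plate passing quality check with inhibition over a set limit, or well fluorescence over plate mean plus 4 SD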;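 note: Nile Red retained in pooled yeast measured as flow cytometry median fluorescence; 0% = buffer negative control and 100% = Enniatin B positive control; higher means more Nile Red kept so more efflux inhibition; some compounds called inactive have numbers as strong as hits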
GASC-1 inh: blocks human GASC-1 demethylase activity | Q9H3R0 | GST-JMJD2C(1-420) H3K9me3 demethylation, DELFIA europium | inhibition, % at 2.35 µM | actives 0.069% (n = 330,000);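 active = more than half of a compound's replicate wells show inhibition beyond 50%, single wells judged on their own value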;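 note: signal counts dimethyl H3K9 product captured on neutravidin plate; 0% = median of DMSO wells and 100% = 0.3 times that DMSO median; strong numbers were not always called active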
Target sequence (Q9H3R0 1-420 limits assumed): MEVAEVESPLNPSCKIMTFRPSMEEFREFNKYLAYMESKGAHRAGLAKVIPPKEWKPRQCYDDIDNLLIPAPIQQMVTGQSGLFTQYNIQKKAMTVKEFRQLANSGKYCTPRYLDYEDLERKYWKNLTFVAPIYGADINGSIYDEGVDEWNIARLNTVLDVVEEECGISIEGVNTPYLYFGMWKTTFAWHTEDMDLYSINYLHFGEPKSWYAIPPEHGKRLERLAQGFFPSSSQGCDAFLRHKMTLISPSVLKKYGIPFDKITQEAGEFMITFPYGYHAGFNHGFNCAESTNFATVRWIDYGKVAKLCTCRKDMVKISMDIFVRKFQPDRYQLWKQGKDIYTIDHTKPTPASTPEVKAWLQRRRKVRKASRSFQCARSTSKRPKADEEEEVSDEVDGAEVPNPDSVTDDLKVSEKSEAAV
PP5 inh: blocks human protein phosphatase 5 activity; P53041; purified PP5c, OMFP substrate fluorescence; inhibition, % at 6.7 µM; actives 0.18% (n = 320,000);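 active = inhibition above the campaign's mean inhibition across all tested compounds plus 3 SD, cut at about 9.5% in these data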;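 note: 0% = DMSO only and 100% = 100 µM cantharidin control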
Target sequence (P53041 whole entry, looked up): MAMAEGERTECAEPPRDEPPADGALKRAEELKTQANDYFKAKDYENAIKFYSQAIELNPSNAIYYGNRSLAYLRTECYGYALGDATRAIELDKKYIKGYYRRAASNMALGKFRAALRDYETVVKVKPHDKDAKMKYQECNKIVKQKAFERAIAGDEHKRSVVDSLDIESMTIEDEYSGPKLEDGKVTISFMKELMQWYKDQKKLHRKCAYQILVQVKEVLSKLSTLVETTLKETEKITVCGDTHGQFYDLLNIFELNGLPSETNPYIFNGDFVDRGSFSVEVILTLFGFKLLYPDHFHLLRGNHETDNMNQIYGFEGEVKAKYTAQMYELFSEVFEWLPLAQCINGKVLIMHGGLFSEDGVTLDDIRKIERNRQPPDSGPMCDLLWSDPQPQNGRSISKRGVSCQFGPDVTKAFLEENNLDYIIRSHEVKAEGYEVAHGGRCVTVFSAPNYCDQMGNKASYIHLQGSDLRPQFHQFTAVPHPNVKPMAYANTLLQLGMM
LYPLA2 inh: LYPLA2 (human) inhibition in PME1 counter-screen | recombinant LYPLA2, FP-Rh probe fluorescence polarization | O95372 | actives 0.38% (n = 320,000) | inhibition, % at 5.9 µM;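 active = inhibition above the screen-wide mean plus 3 SD, limit set per campaign, cut at about 26% in these data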;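 note: 0% = LYPLA2 with DMSO and 100% = wells lacking LYPLA2 enzyme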
PP1 counter: counter-screen for PP5 inhibitors: inhibitors of human PP1-alpha. P62136. purified PP1alpha, OMFP fluorescence. inhibition, % at 6.7 µM. actives 0.9% (n = 320,000). AID 2235;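 active = inhibition above the mean inhibition of all tested compounds plus 3 SD, computed separately for each screening campaign, cut at about 15% in these data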
PREPL inhibitor: inhibitors of human prolyl oligopeptidase-like enzyme PREPL | Q4J6C6 | recombinant PREPL, fluorescence polarization activity-based probe | inhibition, % at 5.96 µM | actives 0.68% (n = 320,000) | AID 2751; in the data active = inhibition above about 43%;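 note: 0% = enzyme with DMSO and 100% = wells lacking enzyme; many of its hits are not listed in these tables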
TPT1 inhibitor: C. albicans TPT1 enzyme inhibition | recombinant caTPT1, FP RNA substrate dephosphorylation | inhibition, % at 5 µM | AID 1962 | actives 0.81% (n = 300,000);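 active = inhibition above the mean of all tested compounds plus 3 SD, set per screening campaign, cut at about 24% in these data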;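 note: plate controls were DMSO alone for no effect and ferristatin control at 100 nM for full effect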
* hit, by the source's call; . = not tested or not shown; & = joins results of further samples.

nr	Compound	Fh CTSL1 inh	HCV core dimer	Efflux pump inh	GASC-1 inh	PP5 inh	LYPLA2 inh	PP1 counter	PREPL inhibitor	TPT1 inhibitor
1	CC(=O)NC(=S)c1c(N)n(Cc2ccccc2)c(=O)n(C)c1=O	-4	6	0.1	-16	0.6	-3	0	1	38*
2	COc1ccc2c(/C=C/c3cc[n+](C)cc3)c[nH]c2c1	5	-20	9.1*	-14	0.0	0	0	16	43*
3	CC(C)CCNC1c2ccccc2C(=O)N1Cc1ccccc1 (stereo not given)	-1	5	-0.1	6	0.3	4	0	-3	-2
4	CC1(C)CC(=O)C(C=NCC2CCN(C(=S)Nc3ccccc3)CC2)=C(O)C1	-6	3	-0.1	1	-0.5	3	4	1	0
5	COc1ccccc1N/C=C/c1onc(C)c1[N+](=O)[O-]	4	-14	-0.3	-10	3.7	13	3	5	113*
6	CCc1cc(=O)oc2cc(OCC(=O)OC)c(Cl)cc12	-1	4	0.0	-8	1.4	5	8	-4	3
7	O=C1CS/C(=C/C(=O)c2cccc(Cl)c2)N1	4	-1	-0.1	5	-0.5	-4	2	12	-1
8	COc1ccc(-c2csc(NC(=S)NC(=O)c3ccco3)n2)cc1	2	23	-0.2	-1	0.1	-4	2	0	-1
9	COC(=O)CCCC1=CC2=CC(=O)C(C)(OC(=O)c3cccs3)C(=O)C2=CN1c1ccccc1 (stereo not given)	1	19	.	-2	0.0	0	1	12	-1
10	COc1cccc(N2C(=O)C3NN=C(C(=O)CN4C(=O)c5ccccc5C4=O)C3C2=O)c1 (stereo not given)	1	4	0.0	-6	0.9	2	-2	-6	-2
11	CN(C)c1ccc(NC(=O)CCn2c(=S)oc3ccccc32)cc1	8	-19	0.1	6	0.9	-4	0	58*	5
12	CCOC(=O)c1c(NC(=O)CCC(=O)NCc2ccco2)sc2c1CCCC2	1	3	-0.1	-18	4.6	5	2	19	-5
13	COc1cccc(NC(=O)N2CCC(NC(=O)c3ccco3)CC2)c1	-1	-10	-0.4	2	1.4	6	-1	27	-3
14	CNC(=O)CN1C(=O)NC(c2ccccc2)(c2ccccc2)C1=O	-1	5	0.1	-7	0.9	-5	-4	-9	0
15	COc1ccc(/C(C)=N/NS(=O)(=O)c2ccccc2)c(OC)c1	0	-3	-0.1	-19	-0.7	5	1	-12	2
16	COc1ccccc1C1CCN(C(=O)c2cccs2)CC1	5	4	0.3	-12	2.6	-11	7	2	-1
17	O=C(Nc1cccc(F)c1)N1CCCCCC1	-2	-5	-1.3	4	-1.2	-3	-2	-1	-2
18	COc1cc(C(=O)NCCNC(=O)C2CCCNC2=O)cc(OC)c1OC (stereo not given)	-1	2	0.0	1	-0.9	-3	-1	-3	-2
19	COc1ccc(Br)cc1CN(C)C(=O)c1ccncc1	-2	0	0.5	-18	1.2	1	2	11	4
20	O=C(CC(=O)N/N=C\c1c(Cl)cccc1Cl)NCc1ccccc1	-1	4	-0.1	3	1.7	-2	1	-17	-5
21	COc1ccc(Cl)cc1NC(=O)CCc1ccccc1	2	-1	0.1	2	-1.2	2	-3	4	-1
22	Cc1nc([N+](=O)[O-])nn1C12CC3CC(CC(Br)(C3)C1)C2	0	-2	0.0	2	2.6	2	-2	46*	-3
23	O=C(NC(=O)c1cnccc1C(F)(F)F)Nc1ccccc1	-5	0	-0.1	2	-0.3	1	-5	-4	-3
24	O=Cc1ccc2oc3nc4n(c(=O)c3c(=O)c2c1)CCCS4	3	35	0.0	-7	0.2	-4	2	4	-4
25	Cc1ccc(CC(=O)NCC2CCCCC2)cc1	2	-4	0.0	-5	1.3	-2	1	-3	-1
26	O=C(CSc1ncn[nH]1)NNC(=O)c1ccccc1	-2	-3	0.1	16	0.6	6	-3	3	3
27	CCc1ccc(NC(=O)C2CCCN2c2nn3c(=O)cc(C)nc3s2)cc1 (stereo not given)	3	-15	-0.2	22	3.3	3	0	-3	-2
28	O=C(CN1C(=O)N/C(=C\c2ccccc2OCc2ccc(C(=O)O)cc2)C1=O)Nc1ccc(F)cc1	6	-3	0.0	12	-0.7	-8	0	-4	-6
29	CS(=O)(=O)N1CCN(c2ccc(NC(=O)Cc3ccccc3)cc2)CC1	5	0	0.0	0	4.4	-3	-5	27	-14
30	COc1ccc(/C=C2\CCC(C3CCCC3)C2=O)cc1 (stereo not given)	-2	1	0.0	-7	2.2	3	2	-4	0
31	CCC1Oc2ccc(C)cc2N(CC(=O)NCc2cccs2)C1=O (stereo not given)	4	-4	-0.1	0	-1.9	5	2	18	-2
32	Cc1ccc2c(c1)-c1c(ssc1=S)C(C)(C)N2C(=O)CSc1nncn1C	-1	4	-0.1	9	0.8	8	0	20	-2
33	Cc1cc(C(=O)N2CCN(c3cccc(Cl)c3)CC2)c(C)o1	1	-1	-0.1	8	-1.8	-2	0	8	-3
34	COc1ccc2[nH]c(=O)c(CN(CC3CCCO3)S(=O)(=O)c3ccccc3)cc2c1 (stereo not given)	-1	4	0.2	6	0.3	0	-1	-1	-3
35	N/C(=N\OC(=O)c1ccc2ccccc2c1)c1ccccc1Cl	0	2	2.9	1	-0.1	-2	-5	0	-1
36	COc1ccc(N(C(=O)c2cccc(OC)c2OC)C2C=CS(=O)(=O)C2)c(OC)c1 (stereo not given)	2	0	0.1	-5&-5	0.4	4	-1	12	-2
37	O=C(Nc1ccc(S(=O)(=O)NCCc2ccccc2)cc1)c1ccco1	-5	4	-0.1	2	0.7	-1	0	7	0
38	Cc1ccc(C)c(S(=O)(=O)N2CCCOC2CNC(=O)C(=O)NCc2cccs2)c1 (stereo not given)	-4	-1	0.0	-5	1.9	5	-4	4	-1
39	CCCNC(=O)C(Cc1cccc(C#N)c1)NC(=O)c1cccc([N+](=O)[O-])c1 (stereo not given)	.	.	0.0	-2	0.2	-4	-1	11	.
40	Clc1c(-c2nnc3n2CCC3)sc2ccccc12	-1	-2	0.0	12	0.6	-7	-4	9	-2
41	CC(C)NC(=O)c1ccc2c(=O)n(CC3CCCO3)c(=S)[nH]c2c1 (stereo not given)	-1	0	-0.2	-1	-0.7	-1	-2	-2	-1
42	COc1ccc(C(=O)NC(=S)Nc2cccnc2)cc1[N+](=O)[O-]	2	-8	-0.2	-3	1.1	28*	-1	-5	-3
43	N#C/C(=C/c1ccc(Oc2ccc([N+](=O)[O-])cn2)cc1)C(=O)N1CCOCC1	-3	5	-0.1	-4	2.6	6	-1	6	-1
44	Cc1ccc(NC(=O)c2ccccc2-c2ccccc2C(=O)O)cc1C	0	3	-0.1	6	2.0	-9	-10	-1	-2
45	Cc1ccc(OCC(=O)Nc2ccccc2F)cc1C	-2	0	0.1	-4	-0.7	-1	-1	0	2
46	O=C(CCC1COc2ccccc2O1)NCc1ccco1 (stereo not given)	-4	13	0.4	0	-1.7	2	1	4	2
47	CCc1ccc2oc(C(=O)Nc3nonc3C)c(C)c2c1	1	0	0.1	-2	-0.8	-1	0	-2	-1
48	CC(C)C(NS(=O)(=O)c1ccccc1)C(=O)OCc1cc([N+](=O)[O-])cc2c1OCOC2 (stereo not given)	-3	3	-0.3	-18	4.7	1	1	1	5
49	CN(C)CCN(C(=O)c1ccc(S(=O)(=O)N(C)c2ccccc2)cc1)c1nc2cc3c(cc2s1)OCCO3	-1	2	-0.1	-6	-0.7	-8	-1	3	0
50	Cc1noc(C)c1COc1ccc(C(=O)OCC(=O)NCCN2C(=O)CSC2=O)cc1	-1	-1	-0.1	2	-0.2	3	0	-4	1

Following part:
nr	Compound	Fh CTSL1 inh	HCV core dimer	Efflux pump inh	GASC-1 inh	PP5 inh	LYPLA2 inh	PP1 counter	PREPL inhibitor	TPT1 inhibitor
51	COc1cccc2c1SCc1ccccc1C2CC(N)=O (stereo not given)	0	17	0.0	-10	2.1	3	1	-1	-2
52	Cc1cc(C)c(S(=O)(=O)NCCCn2ccnc2)c(C)c1	-1	-7	0.2	-2	1.7	3	3	-2	-1
53	Cc1cccc(CS(=O)(=O)Cc2ccc(C(=O)NC3CCCCC3)o2)c1	5	-1	0.4	-1	2.6	-1	-3	2	-3
54	CCOc1ccc(-n2c(N)c(C(=O)NCc3ccco3)c3nc4ccccc4nc32)cc1	3	43	0.1	17	0.7	4	5	14	19
55	CSCCC(NC(=O)c1ccc(C(C)(C)C)cc1)C(=O)OCC(=O)N1CCCC1=O (stereo not given)	.	.	0.0	0	1.7	1	-2	5	.
56	Cc1noc(C)c1S(=O)(=O)N1CCC(C(=O)N2CCC(N3CCCCC3)CC2)CC1	-3	0	0.1	1	2.9	1	0	5	1

Rewritten with two lines to a compound: entries from further up.
Below each compound – Fh CTSL1 inh, HCV core dimer, Efflux pump inh, GASC-1 inh, PP5 inh, LYPLA2 inh, PP1 counter, PREPL inhibitor, TPT1 inhibitor
52	Cc1cc(C)c(S(=O)(=O)NCCCn2ccnc2)c(C)c1
 : -1, -7, 0.2, -2, 1.7, 3, 3, -2, -1
53	Cc1cccc(CS(=O)(=O)Cc2ccc(C(=O)NC3CCCCC3)o2)c1
 : 5, -1, 0.4, -1, 2.6, -1, -3, 2, -3
54	CCOc1ccc(-n2c(N)c(C(=O)NCc3ccco3)c3nc4ccccc4nc32)cc1
 : 3, 43, 0.1, 17, 0.7, 4, 5, 14, 19
55	CSCCC(NC(=O)c1ccc(C(C)(C)C)cc1)C(=O)OCC(=O)N1CCCC1=O (stereo not given)
 : ., ., 0.0, 0, 1.7, 1, -2, 5, .
56	Cc1noc(C)c1S(=O)(=O)N1CCC(C(=O)N2CCC(N3CCCCC3)CC2)CC1
 : -3, 0, 0.1, 1, 2.9, 1, 0, 5, 1

Assay outcomes as filed in PubChem BioAssay.

An excerpt; count on the stated rates, not on these rows.
